From PubChem
Yfh1-depleted yeast: enhancers of respiration in Yfh1-depleted yeast, dose response, Friedreich's ataxia, plus single-dose screen (AID 1465); S. cerevisiae Yfh1-off respiration, WST-1 reduction, 72 h; higher fold induction means a stronger effect; 220,000 compounds, 0.074% hits; fold induction at 50 µM, or EC50 in µM where a hit was titrated;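 active means fold induction of absorbance versus untreated yeast above a set limit, then at least 30% activation at any dose in follow-up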;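 further: activators that raise dye reduction in frataxin-depleted yeast; strong numbers were not always called active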
Hep lipid drop: hepatic lipid droplet formation modulation; 240,000 compounds, 0.4% hits; AID 1656; inhibition, % at 6.5 µM; AML12 mouse hepatocytes, oleate lipid droplets, BODIPY imaging;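 active means lipid droplet intensity inhibited by at least 50%, with more than 500 cells counted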
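Assay system: AML12 mouse liver cells | Compound: 6.5 µM single-point dosing | Schedule: Overnight exposure | Technique: Fluorescence imaging, 20x objective, two fields per well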
MT stabilize HCS: stabilizes microtubules in HeLa cells. HeLa tubulin immunostaining HCS, 24 h; share of cells brighter than vehicle mean+2SD. 200,000 compounds, 0.83% hits. AID 2205. % tubulin-high responders, % at 10 µM;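 active means plate Z-score above 3 for both tubulin-high and condensed-nucleus cell shares, with cell loss under 80%, at 10 µM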;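 further: anti alpha tubulin signal scored within the nucleus-defined area of each cell; some results filed as inactive read as strong as hits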
Autophagy mod: autophagy modulation, high-content screen; calls only at 10 µM (by protocol); MEF GFP-LC3 puncta imaging; test concentration mostly 10 µM; 190,000 compounds, 0.98% hits;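 active means percentage of spot-positive cells more than 3 SD above its plate mean, without a fluorescence outlier flag or 80% toxicity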;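 further: spot-positive cell cutoff set from DMSO-treated cells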
WT yeast gro inh: growth inhibition of WT yeast, mitochondrial fusion screen | mitochondrial fusion phenotypic screen, WT strain | inhibition, % at 10 µM | 190,000 compounds, 2.1% hits | AID 1362; in the data active means inhibition above about 58%; tested in S. cerevisiae
Insulin prom up: MIN6 insulin promoter up-regulation; AID 1625; z-score at 5 µM; 190,000 compounds, 0.3% hits; MIN6 insulin promoter-GFP reporter, high-content imaging; active compounds read high;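 active means z-score above 3 at 5 µM with at least 500 cells counted in the well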
Dynein cargo inh: blocks dynein driven cargo transport along microtubules. 3617.4 mouse cells, GR-EGFP nuclear translocation imaging; test concentration mostly 20 µM; stimulated with dexamethasone, 1 µM; active compounds read low. z-score, hits read low. 220,000 compounds, 0.47% hits;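 active means plate z-score of nuclear minus cytoplasmic receptor signal below a set negative limit, without overly bright fluorescence or cell loss, cut at about -3.5 in these data, passing the limit was not always enough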;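 further: z-score of nuclear minus cytoplasmic ring GR-EGFP intensity difference per well; some compounds called inactive have numbers as strong as hits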
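Medium: Induction medium lacking tetracycline, stripped serum | Probe or stimulus: 1.0 µM final dexamethasone stimulus | Schedule: 48 h induction, then 1 h compound, then 30 min agonist, 37 °C | Signal: Automated 10x imaging of fixed Hoechst-stained cells | Evaluation: Per-cell GR-EGFP intensity, nucleus versus surrounding cytoplasmic ring, well-averaged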
HEK293 NOD2/NF-kB: inhibition of NOD2-driven NF-kB reporter – cell-based, luminescence, uHTS, HEK293 (AID 1566); HEK293 NOD2/NF-kB luciferase reporter, luminescence; higher % means a stronger effect; inhibition, % at 4 µM, or EC50 in µM where a hit was titrated; 290,000 compounds, 0.63% hits; in the data active means inhibition above about 50%; further: many of its hits are not listed in these tables
b-catenin transl: modulators of beta-catenin nuclear translocation | HeLa beta-catenin nuclear translocation, immunofluorescence imaging | nuclear translocation activity, % at 5 µM | 190,000 compounds, 0.3% hits;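 active means nuclear translocation activity above 50% at 5 µM, with a well cell count of 50 or more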;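 further: per-cell ratio of nuclear to cytoplasmic median beta-catenin stain intensity; plate controls were DMSO negative control for no effect and GSK-3 inhibitor IX positive control for full effect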
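Read-out: Nuclear/cytoplasmic beta-catenin signal ratio, % activation | Assay system: Human HeLa cell line | Times: 24 h compound exposure at 37°C, 5% CO2 | Signal: Fluorescence imaging of beta-catenin antibody stain plus DAPI | Dosing: 5 µM primary, 0.02–20 µM confirmation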
WT yeast gro inh mutant strain: recorded beside WT yeast gro inh, whose call it bears; inhibition, %; mitochondrial fusion phenotypic screen, mutant strain inhibition
Dynein cargo inh cytoplasmic EGFP: also measured in Dynein cargo inh; calls as there; z-score; measured here: cytoplasmic GR-EGFP intensity; active compounds read high
Dynein cargo inh nuclear GR-EGFP: further read-out of Dynein cargo inh, marked with its call; z-score; measured here: nuclear GR-EGFP intensity;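 lower value marks the stronger effect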
Dynein cargo inh cell count: further read-out of Dynein cargo inh, marked with its call; z-score; measured here: cell count per field
Insulin prom up cell count: also measured in Insulin prom up; calls as there; cell count; measured here: cytotoxicity, nuclei count;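 total cells summed across four imaged fields per well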
Hep lipid drop cells 6.5 µM: also measured in Hep lipid drop; calls as there; cell count; measured here: cell count, cytotoxicity flag;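 cells counted across two imaged fields per well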
b-catenin transl cell count 5 µM: also measured in b-catenin transl; calls as there; cell count; measured here: cell count, cytotoxicity flag
MT stabilize HCS Hoechst-high %: also measured in MT stabilize HCS; calls as there; % Hoechst-high responders; measured here: nuclear condensation Hoechst responders;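 share of cells brighter than vehicle mean plus two SD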
MT stabilize HCS cytotoxicity %: also measured in MT stabilize HCS; calls as there; toxicity, %; measured here: cytotoxicity by cell density;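 0% = mean cell density of plate MIN control wells and 100% = no cells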
Autophagy mod cell loss 18 h: also measured in Autophagy mod; calls as there; toxicity, %; measured here: cell loss, nuclei count;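 cell loss after 18 h compound exposure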
The depositor's hits bear a star; i = inactive; nt = no result given. Not all compounds are listed, so the mix of outcomes need not match the whole.

SMILES	Yfh1-depleted yeast	Hep lipid drop	Hep lipid drop cells 6.5 µM	MT stabilize HCS	MT stabilize HCS Hoechst-high %	MT stabilize HCS cytotoxicity %	Autophagy mod	Autophagy mod cell loss 18 h	WT yeast gro inh	WT yeast gro inh mutant strain	Insulin prom up	Insulin prom up cell count	Dynein cargo inh	Dynein cargo inh cytoplasmic EGFP	Dynein cargo inh nuclear GR-EGFP	Dynein cargo inh cell count	HEK293 NOD2/NF-kB	b-catenin transl	b-catenin transl cell count 5 µM
CN(C)c1nc(NCc2ccccc2)nc(N/N=C/c2ccc(Cl)cc2Cl)n1	i	nt	nt	1.7	2.8	8.5	i	8.1	29.2	38.8	nt	nt	0.378	-0.226	-0.517	0.114	8.9%	nt	nt
O=C(NCc1ccccc1)C1=C[C@H](c2ccc3c(c2)OCO3)C[C@H](OCCCCO)O1	i	0.6	706	5.0	2.7	6.3	i	2.5	5.2	15.2	-0.88	1412	2.38	-0.0186	2	-2.45	-9.6%	-1.7	1131
COc1ccc(C2C3=C(N=C4SCC(=O)N42)c2ccccc2CC3)cc1 (stereo not drawn)	i	nt	nt	12.5	8.0	7.2	i	-0.2	0.9	-6.1	-1.88	985	-0.838	-0.225	-0.296	1.16	0.2%	-0.1	698
Cc1cccc(OCC(=O)O/N=C(\N)c2ccc(Cl)cc2)c1	i	21.6	713	2.5	1.9	10.0	i	-15.7	-10.7	-10.8	nt	nt	-0.517	-0.166	0.00175	1.7	10.9%	-3.8	1199
Cc1cc(C(=O)Cn2c(CO)nc3ccccc32)c(C)n1C	i	1.5	626	nt	nt	nt	nt	nt	nt	nt	-0.34	1331	-0.143	-0.0946	0.0244	0.228	12.8%	-1.5	1269
Cc1ccc(NC(=O)c2cc(C)nn2-c2ccccc2)cc1	i	nt	nt	2.6	3.7	0.7	i	4.2	24.3	24.9	-0.92	942	-0.621	-0.216	-0.361	0.221	-11.2%	nt	nt
Cc1ccccc1NC(=O)C(C)c1cccc(C(=O)c2ccccc2)c1 (stereo not drawn)	i	nt	nt	2.9	1.2	5.3	i	-16.4	-13.8	-18.6	-0.2	1641	-0.318	-0.212	0.108	1.75	24.8%	0.1	1331
CSc1ccc(CN(C)C(C)C(=O)NCc2ccccc2)cc1 (stereo not drawn)	i	-10.8	743	2.3	2.4	10.5	i	20.0	20.6	17.8	0.56	1370	-0.0306	-0.0603	0.837	-1.37	-26.5%	-2.7	1097
COCCNc1ncnc2c1cnn2Cc1ccc(Cl)cc1	i	2.2	698	6.4	2.9	1.3	i	9.1	0.8	2.5	-0.41	1270	-0.463	-0.261	-0.271	0.121	-3.7%	1.4	1049
CCS(=O)(=O)N1Cc2ccccc2CC1C(=O)Nc1nc2ccccc2[nH]1 (stereo not drawn)	i	nt	nt	2.4	2.0	0.4	i	29.7	1.7	11.0	-0.18	1123	-0.984	3.06	0.706	0.0299	-7.2%	-7.6	1048
O=c1c2ccccc2nc(SCCN2CCOCC2)n1CCc1ccccc1	i	-9.5	710	2.5	1.4	8.0	i	-4.6	23.4	15.0	-0.49	1511	-0.0504	-0.244	0.492	0.445	13.2%	-3.2	916
COc1cccc(OC)c1C(=O)Nc1ccc(S(=O)(=O)Nc2cc(C)nc(C)n2)cc1	i	nt	nt	2.3	1.5	10.3	i	-4.0	-0.7	1.1	0.15	921	-0.587	-0.135	-0.344	1.06	14.5%	nt	nt
Cc1c(C=O)c(Cl)n(C)c(=O)c1C#N	i	7.5	720	3.2	3.6	8.5	i	14.1	4.0	9.7	-0.92	1205	1.79	-0.334	0.994	-0.306	10.8%	1.3	1081
CCN1C(=O)c2ccc(C(=O)NCc3ccc4c(c3)OCO4)cc2C1=O	i	12.8	744	2.1	1.5	6.7	i	3.6	2.3	-3.9	0.13	1260	-1.52	-0.292	-0.49	0.56	11.9%	-1.3	1251
CC(=O)C(Sc1nnnn1-c1ccccc1)C(C)=O	i	-0.5	655	nt	nt	nt	nt	nt	nt	nt	-0.53	1459	-0.335	-0.303	-0.408	1.34	5.9%	-0.6	1113
O=C(COC(=O)c1ccc(NS(=O)(=O)c2cccs2)cc1)NCc1ccco1	i	-1.0	660	nt	nt	nt	nt	nt	nt	nt	-0.12	950	-0.172	0.167	0.404	0.775	-6.7%	110.8*	455*
C#CC(C)(C)NC(=O)c1ccc(-c2ccccc2F)cc1	i	2.4	708	nt	nt	nt	nt	nt	nt	nt	-0.36	1136	0.582	-0.209	0.224	0.0302	-42.1%	-0.7	1274
Cc1ccccc1CSc1nccn1-c1ccccc1	i	nt	nt	3.3	2.2	6.6	i	2.0	-3.0	30.0	nt	nt	0.429	-0.236	-0.578	-0.136	2.0%	nt	nt
Cc1cc(C)cc(NC(=O)C/C(N)=N/O)c1	i	nt	nt	1.4	1.9	6.0	i	-8.7	-3.1	-7.7	0.81	1528	0.336	-0.205	-0.206	0.339	14.6%	-2.1	1399
Cc1cc(C)n2nc(SCC(=O)Nc3c(C)n(C)n(-c4ccccc4)c3=O)nc2n1	i	nt	nt	2.6	1.3	6.1	i	-5.4	9.6	-9.0	0.98	1353	-1.1	-0.192	-0.739	0.712	12.0%	1.1	913
CCOC(=O)CSC(CC)C(=O)Nc1nnc(C(C)C)s1 (stereo not drawn)	i	-1.1	746	2.0	3.0	8.1	i	-2.0	-12.3	1.1	0.41	1176	-0.673	-0.289	-0.392	0.62	5.9%	0.1	1194
COc1ccc(OC)c(S(=O)(=O)N2CCC(C(=O)Nc3ccc(C)c(C)c3)CC2)c1	i	nt	nt	1.8	1.3	9.6	i	-4.1	1.0	-4.0	0.58	1490	-0.514	0.221	-0.187	0.54	-1.1%	-0.5	1339
CC(=O)OCc1cc(-c2nc3ccccc3[nH]c2=O)nn1-c1ccc(Cl)cc1	i	5.1	721	nt	nt	nt	nt	nt	nt	nt	-0.53	1717	-0.296	-0.153	-0.367	0.434	12.9%	-4.2	1156
OC1CCCN(CC(O)COC(c2ccccc2)c2ccccc2)C1 (stereo not drawn)	i	1.7	666	nt	nt	nt	nt	nt	nt	nt	-0.68	1084	-0.243	-0.763	-0.294	-0.0409	16.5%	0.4	1330
Cc1ccc(Nc2nc(C)c3c(n2)CC(C)CC3=O)c(C)c1 (stereo not drawn)	i	6.9	755	nt	nt	nt	nt	nt	nt	nt	-0.59	1299	1.55	-0.0577	0.624	-0.0685	1.3%	0.4	1290

Shown in CSV form: part of the list above.
mol,Yfh1-depleted yeast,Hep lipid drop,Hep lipid drop cells 6.5 µM,MT stabilize HCS,MT stabilize HCS Hoechst-high %,MT stabilize HCS cytotoxicity %,Autophagy mod,Autophagy mod cell loss 18 h,WT yeast gro inh,WT yeast gro inh mutant strain,Insulin prom up,Insulin prom up cell count,Dynein cargo inh,Dynein cargo inh cytoplasmic EGFP,Dynein cargo inh nuclear GR-EGFP,Dynein cargo inh cell count,HEK293 NOD2/NF-kB,b-catenin transl,b-catenin transl cell count 5 µM
Cc1cc(C)cc(NC(=O)C/C(N)=N/O)c1,i,nt,nt,1.4,1.9,6.0,i,-8.7,-3.1,-7.7,0.81,1528,0.336,-0.205,-0.206,0.339,14.6%,-2.1,1399
Cc1cc(C)n2nc(SCC(=O)Nc3c(C)n(C)n(-c4ccccc4)c3=O)nc2n1,i,nt,nt,2.6,1.3,6.1,i,-5.4,9.6,-9.0,0.98,1353,-1.1,-0.192,-0.739,0.712,12.0%,1.1,913
CCOC(=O)CSC(CC)C(=O)Nc1nnc(C(C)C)s1 (stereo not drawn),i,-1.1,746,2.0,3.0,8.1,i,-2.0,-12.3,1.1,0.41,1176,-0.673,-0.289,-0.392,0.62,5.9%,0.1,1194
COc1ccc(OC)c(S(=O)(=O)N2CCC(C(=O)Nc3ccc(C)c(C)c3)CC2)c1,i,nt,nt,1.8,1.3,9.6,i,-4.1,1.0,-4.0,0.58,1490,-0.514,0.221,-0.187,0.54,-1.1%,-0.5,1339
CC(=O)OCc1cc(-c2nc3ccccc3[nH]c2=O)nn1-c1ccc(Cl)cc1,i,5.1,721,nt,nt,nt,nt,nt,nt,nt,-0.53,1717,-0.296,-0.153,-0.367,0.434,12.9%,-4.2,1156
OC1CCCN(CC(O)COC(c2ccccc2)c2ccccc2)C1 (stereo not drawn),i,1.7,666,nt,nt,nt,nt,nt,nt,nt,-0.68,1084,-0.243,-0.763,-0.294,-0.0409,16.5%,0.4,1330
Cc1ccc(Nc2nc(C)c3c(n2)CC(C)CC3=O)c(C)c1 (stereo not drawn),i,6.9,755,nt,nt,nt,nt,nt,nt,nt,-0.59,1299,1.55,-0.0577,0.624,-0.0685,1.3%,0.4,1290
